Screens (PubChem)
ERK EGF inh = inhibitors of EGF-stimulated ERK signaling pathway; HEK293-V1b, EGF-stimulated phospho-ERK AlphaScreen; Potency, µM (top dose mostly 11.5 µM), for the others: at the highest dose activity change, negative = inhibition, usual class: inhibitors; 130,000 tested, 0.41% active; active = well fitted inhibition curve with a large enough effect; inconclusive = small, poorly fitted or top-dose-only effect, or effect the other way;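 also: plate controls were stimulated vehicle wells for no effect and unstimulated vehicle basal for full effect; nearly all actives have a fitted effect of over 55% in size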
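Stably V1b-transfected HEK293 cells; 30 min compound, then EGF 25 nM final for 5 min at 37C; 10 min lysis; phospho-ERK by AlphaScreen after 5 hr beads at room temperature.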
* = called active by the depositor; ? = inconclusive; [ ] = remark or other dose. Potency is read from the fitted curve at half-maximal effect. Only part of the results is shown; count on the stated rates, not on these rows.

No.	molecule	ERK EGF inh
1	CCOc1ccc(NC(=O)CN(C)S(=O)(=O)c2ccc3c(c2)CCC(=O)N3)cc1	0.9%[57.5 µM]
2	O=C(Nc1ccccn1)c1ccc2nc(-c3ccccc3)c(-c3ccccc3)nc2c1	0.5%
3	O=C(CSc1ncnc2ccccc12)Nc1cccc(S(=O)(=O)N2CCCC2)c1	-2.0%
4	O=C(/C=C/c1cccc(F)c1)N1CCc2ccccc21	2.3%
5	COC(=O)N/N=C1\CCCc2c(C)cc(C)cc21	-1.3%
6	COc1ccc(-n2c(=O)c3ccccc3n(CC(=O)Nc3ccccc3OC)c2=O)cc1	-16.5%
7	COc1ccc(C2CC(c3cccs3)=NN2C(=O)CSc2nncn2C)cc1OC (stereo unspecified)	-2.2%
8	CC1(C)Oc2ccc3ccc(=O)oc3c2CC1O (stereo unspecified)	22.6%
9	Cc1onc(-c2c(F)cccc2Cl)c1C(=O)OCC(=O)NC(=O)NCC(C)C	-7.7%
10	COCCn1c(Cc2cccn2C)nnc1SCC(=O)Nc1nccs1	-3.0%
11	Cc1nn(-c2ccccn2)c2c1C(=O)CC(C)(C)C2Br (stereo unspecified)	-0.6%[57.5 µM]
12	CCOc1ccccc1NC(=O)COC(=O)C(CC(C)C)N1C(=O)C2CC=CCC2C1=O (stereo unspecified)	-8.4%
13	O=C(Nc1nc2cc3c(cc2s1)OCCO3)C1=COCCO1	1.5%[57.5 µM]
14	CC(C)Cc1csc(NC(=O)c2ccc(Cl)cc2)c1C(=O)O	-1.7%
15	Cc1c(Br)c([N+](=O)[O-])nn1C(C)C(=O)NCC1CCCO1 (stereo unspecified)	-11.5%
16	Cc1ccc(Cn2c([N+](=O)[O-])cnc2C)cc1	3.2%
17	O=[N+]([O-])c1ccc(O)c2cccnc12	-1.4%
18	O=C1N(Cc2cccc(Cl)c2)C[C@@H]2C[C@@H](c3cccn3-c3nccs3)N3CCC[C@@]123	-8.6%
19	C#CCOCCOCCOCCNc1nc(N2CCOCC2)nc(N2CCN(C(=O)Cn3cc(CCCN=C(N)N)nn3)CC2)n1	-1.1%
20	CCOC(=O)CCNC(=O)N1CCCC(C(=O)c2ccc3c(c2)OCO3)C1 (stereo unspecified)	5.2%[57.5 µM]
21	CC(C)Cn1c(=O)oc2ccccc21	2.6%
22	Cc1cc(NC(=O)CSc2nc3c(cc2C#N)CCCC3)no1	4.8%
23	CN(Cc1ccccc1)C(=O)c1ccc2c(c1)NC(=O)C(N1CCOCC1)S2 (stereo unspecified)	-2.1%
24	Cc1cccn2c(=O)c(/C=C(\C#N)C(=O)NCc3ccco3)c(N3CCOCC3)nc12	5.5%[57.5 µM]
25	CNC(=O)NC(=O)C(C)OC(=O)c1c2c(nc3ccccc13)/C(=C/c1cccs1)CC2 (stereo unspecified)	-8.1%
26	O=C(OCc1ccccc1)C1=NNC2C(=O)N(Cc3ccccc3)C(=O)C12 (stereo unspecified)	-5.5%
27	Cc1noc2ncnc(Sc3ccc(Br)cc3)c12	-4.0%
28	CCC(C)(C)n1nnnc1C(c1ccc(C)cc1)N1CCN(C(=O)c2ccco2)CC1 (stereo unspecified)	-3.9%
29	O=[N+]([O-])c1cccc(C2=NCCC(c3ccccc3)O2)c1 (stereo unspecified)	0.9%
30	CCN(Cc1ccccc1)C(=S)Nc1cc(C(=O)OC)ccc1C(=O)OC	-4.1%

Retrieved by compound from the list above:
No.	molecule	ERK EGF inh
19	C#CCOCCOCCOCCNc1nc(N2CCOCC2)nc(N2CCN(C(=O)Cn3cc(CCCN=C(N)N)nn3)CC2)n1	-1.1%
13	O=C(Nc1nc2cc3c(cc2s1)OCCO3)C1=COCCO1	1.5%[57.5 µM]

Next entries:
No.	molecule	ERK EGF inh
31	NC(=O)C[n+]1cccc(/C=N/O)c1	0.1%
32	O=C(c1ccco1)N1CCN(CCOc2ccccc2)CC1	16.0%[57.5 µM]
33	COC(=O)/C(=C1/Oc2cc(C)oc(=O)c2S1)C(F)(F)F	10.4%
34	O=C(COc1ccc(Br)cc1)Nc1ccc(Cc2ccncc2)cc1	8.3%
35	Nc1ncnc2c1ncn2[C@@H]1O[C@@H](CO)[C@H](O)[C@H]1O	10.1%[25.7 µM]
36	C=CCn1c2[n+](c3ccccc3c1=O)CCCCC2	-2.9%[57.5 µM]
37	Cc1cc(C)c([N+](=O)[O-])cc1NC(=O)CCS(=O)(=O)c1ccccc1	0.7%[57.5 µM]
38	S=C(NCCc1ccccn1)Nc1ccccc1	-2.3%
39	CSc1ncccc1C(=O)NCC1CCCCC1	4.1%
40	CCOc1ccc(CCNc2cc(C)nc3ncnn23)cc1OCC	3.6%
41	Nc1cc(=O)[nH]c(=O)n1-c1ccc(Cl)cc1	7.3%[57.5 µM]
42	O=C1CCCc2c1cc(-c1ccccc1)n2-c1ccc(O)cc1	5.6%
43	Cc1ccc(O)c(CNn2cnnc2)c1	3.8%
44	Cn1cc(Br)c(-c2cccc(NC(=O)CCCC(=O)O)c2)n1	30.9%[57.5 µM]
45	CCCCOC(=O)Nc1nccs1	10.7%
46	Cc1ccc(C)c(S(=O)(=O)NCc2ccc(C(=O)N3CCCCCC3)cc2)c1	7.8%
47	Cn1ccnc1SCC(=O)c1c[nH]c2ccccc12	0.3%
48	CCN(C(=O)CSc1nnnn1C)c1c(N)n(Cc2ccccc2)c(=O)[nH]c1=O	-3.3%
49	Cc1ccccc1N(CC(=O)NC(C)(C)C)C(=O)c1ccc(-c2ccccc2)[nH]1	-2.8%
50	COC(=O)c1nnn(CC(=O)NC(=O)Nc2ccc(F)cc2)c1C(=O)OC	1.4%
51	O=C1C2CC=C(Cl)CC2C(=O)N1CCc1c[nH]c2ccccc12 (stereo unspecified)	3.4%[57.5 µM]
52	c1cnc2nc(-c3ccc4c(c3)OCO4)cn2c1	4.3%
53	CCCCCC[N+](C)(C)CCSSCC[N+](C)(C)CCCCCC	-12.8%[57.5 µM]
54	O=C(OCCN1CCCC1)C1(c2ccccc2)CCCC1	-9.2%[57.5 µM]
55	CC(CCc1ccccc1)NC(=O)COC(=O)c1cccs1 (stereo unspecified)	0.2%
56	O=C(Cc1cccs1)Nc1nnc(-c2ccccc2)s1	-4.5%
57	Cc1cc(/C=N/O)c(C)n1-c1cccc(Cl)c1	3.7%
58	O=C1C=C(NCc2ccc(Cl)cc2)CCC1	-3.2%
59	Cc1[nH]c2ccccc2c1C(=O)CSC(=S)N1CCOCC1	0.0%[57.5 µM]
60	NS(=O)(=O)c1ccc(NC(=O)C2Cc3ccccc3C(=O)O2)cc1 (stereo unspecified)	7.7%

Remaining list, next part.
No.	molecule	ERK EGF inh
61	COc1cccc(NC(=O)Nc2cccc(C(=O)O)c2)c1	6.5%
62	COC(=O)c1c(N2C(=O)[C@H]3[C@@H](C2=O)[C@]2(C(=O)Nc4c(C)cc(C)cc42)N2CCC[C@@H]32)sc(C)c1C	-0.6%
63	Cc1nn(C)cc1NC(=O)Cn1nc(C(F)(F)F)cc1C1CC1	2.2%
64	COc1ccc(Nc2ccc(N3C(=O)CCCC3=O)cc2[N+](=O)[O-])c(OC)c1	?
65	CCc1cc(=O)oc2cc(OCC=C(C)C)ccc12	-21.1%[57.5 µM]
66	Cc1cccc(NC(=O)CCC(=O)OCC(=O)c2ccc(Oc3ccc([N+](=O)[O-])cc3)cc2)c1	3.7%
67	COc1ccc(NC(=O)c2cc3c(=O)n4ccccc4nc3n2C)cc1OC	-0.9%
68	Cn1ncc(N2CCN(C(=O)c3ccc(Cl)cc3)CC2)c(Cl)c1=O	1.3%
69	O=C(Nc1cccc(F)c1)c1ccc(-c2ccccc2Cl)o1	?
70	O=C1/C(=C\c2ccc(C(F)(F)F)cc2)CSc2sccc21	0.3%[57.5 µM]
71	Cc1ccc(S(=O)(=O)N2CCC(NC(=O)c3cccc(C)c3)CC2)cc1	12.5%
72	COC(=O)[C@@]1(Cc2ccccc2)[C@H]2c3cc(C(=O)N4CCCC4)[nH]c3C[C@H]2CN1C(=O)c1ccccc1	-1.5%
73	O=C(Cc1cccc2ccccc12)NCCC1=CCCCC1	-2.9%
74	Fc1ccc(/C=N/Nc2nc(-c3cccnc3)nc3ccccc23)cc1	-3.6%[57.5 µM]
75	O=C(COC(=O)/C=C/c1ccc(S(=O)(=O)N2CCc3ccccc32)cc1)NC1CCS(=O)(=O)C1 (stereo unspecified)	-3.9%
76	NS(=O)(=O)c1ccc(N2N=C(c3ccccc3)CC2c2cccc(F)c2)cc1 (stereo unspecified)	5.8%
77	CCC/C=N/NC(=O)c1ccccc1O	-9.9%
78	COc1ccc(CCNCC(O)Cn2c3ccccc3c3ccccc32)cc1OC (stereo unspecified)	7.4%
79	O=c1oc2ccccc2c(N2CCCC2)c1[N+](=O)[O-]	-4.2%
80	C[C@H]([C@@H](N)C(=O)N[C@@H](C(=O)O)[C@@H]1O[C@H](n2ccc(=O)[nH]c2=O)[C@@H](O)[C@H]1O)[C@@H](O)c1ccc(O)cn1	-8.2%[57.5 µM]
81	Cc1onc(-c2ccccc2)c1C(=O)NC(=S)Nc1sc2c(c1C#N)CCCC2	-0.5%
82	O=C(COC(=O)c1cccc(S(=O)(=O)NCc2ccccc2)c1)c1ccccc1	2.1%
83	c1cc(CNC2C3CC4CC(C3)CC2C4)ccn1 (stereo unspecified)	2.2%
84	CN(C)C(CNC(=O)c1ccc2ccccc2c1)c1ccco1 (stereo unspecified)	-5.6%
85	O=C(NCc1ccco1)c1cc([N+](=O)[O-])cc([N+](=O)[O-])c1	-2.3%
86	CC(c1nnc(SCC(=O)Nc2cccnc2Cl)n1Cc1ccccc1)N(C)C (stereo unspecified)	-9.6%
87	Cc1c(S(=O)(=O)NCc2ccccc2)c(=O)n(C)c(=O)n1C	-2.2%[57.5 µM]
88	CCN1C(=O)C2(C(C(=O)c3cc4ccccc4o3)=C(O)C(=O)N2CCCN(C)C)c2ccccc21 (stereo unspecified)	10.6%[57.5 µM]
89	Cc1ccc(C)n1C(CC(=O)O)c1ccc(C#N)cc1 (stereo unspecified)	-1.6%
90	S=C(Cc1cccnc1)N1CCOCC1	5.5%

Sorted by the number under ERK EGF inh (ascending): some entries from above
No.	molecule	ERK EGF inh
79	O=c1oc2ccccc2c(N2CCCC2)c1[N+](=O)[O-]	-4.2%
85	O=C(NCc1ccco1)c1cc([N+](=O)[O-])cc([N+](=O)[O-])c1	-2.3%
89	Cc1ccc(C)n1C(CC(=O)O)c1ccc(C#N)cc1 (stereo unspecified)	-1.6%

(listing goes on)
No.	molecule	ERK EGF inh
91	COc1cccc(C2C(C(=O)Nc3ccccc3)=C(C)N=c3s/c(=C/c4ccc(OCC(=O)O)cc4)c(=O)n32)c1 (stereo unspecified)	7.6%
92	Cc1ccc(C(=O)c2cc3c(cc2[N+](=O)[O-])OCCO3)cc1	-10.8%
93	O=C(C1=C[C@H](c2ccc(Br)cc2)C[C@H](OCCCCO)O1)N1CCOCC1	-1.4%[57.5 µM]
94	Cc1ccc(S(=O)(=O)CC(O)COc2ccccc2C#N)cc1 (stereo unspecified)	-5.2%
95	C/C(=N\NC(=O)c1ccc(Cl)c(S(=O)(=O)Nc2ccccc2Cl)c1)c1ccncc1	-6.4%
96	O=[N+]([O-])c1cnc(N2CCCCC2)c([N+](=O)[O-])c1	?
97	CC1(OC(=O)c2ccco2)C(=O)C2=COC(C3CC3)=CC2=C(Br)C1=O (stereo unspecified)	-3.0%
98	N#Cc1ccc(CN2CC3(CCN(C(=O)c4ccncc4)CC3)C2)cc1	-10.1%
99	Cc1ccc(NC(=O)CSc2nnc(CNC(=O)c3cccs3)o2)c(C)c1	0.4%
100	CS(=O)(=O)c1nc(-c2ccc(Br)cc2)n[nH]1	1.7%[57.5 µM]
101	Cc1[nH]c2ccccc2c1C(=O)COC(=O)c1ccc([N+](=O)[O-])s1	-2.1%
102	CC(=O)c1c(C)nc(-c2ccc(OCC(=O)Nc3ccc(F)cc3)cc2)n1O	2.7%
103	CCCc1nc(SCC(=O)Nc2nnc(SCC)s2)c2c(=O)n(C)c(=O)n(C)c2n1	-3.6%[57.5 µM]
104	C/C(CC(=O)C(F)(F)F)=N\NC(=O)/C(C#N)=C/N(C)C	-6.6%
105	CCOC(=O)c1c[nH][nH]c1=O	-18.2%[57.5 µM]
106	Cc1ccc2cc(CCNC(=O)C(C)C)c(=O)[nH]c2c1C	-2.1%
107	CC(=O)[C@]1(O)CCC2C3C=C(Cl)C4=CC(=O)C5CC5[C@@]4(C)C3CC[C@]21C (stereo partly specified)	10.7%
108	O=C(COC(=O)CN=C1NS(=O)(=O)c2ccccc21)Nc1ccccc1OC(F)F	-5.3%
109	O=C(COC(=O)C1CCC(=O)N1)Nc1cc(Cl)ccc1Cl (stereo unspecified)	-9.1%
110	CC1(C)Cc2c(c(-c3ccco3)[nH]c(=O)c2C#N)CO1	-22.4%
111	O=C(CNC(=O)c1cccs1)NCCN1CCC(Cc2ccccc2)CC1	7.1%
112	Cc1cc(C)nc(N/N=C/C2=C(O)CC(c3ccc(F)cc3)CC2=O)n1 (stereo unspecified)	7.6%[57.5 µM]
113	CC(C)n1c(SCC(=O)Nc2ccccc2)nc2c1c(=O)[nH]c(=O)n2C	6.4%[57.5 µM]
114	O=C(Nc1ccc(Cl)cc1)NC1CCCCNC1=O (stereo unspecified)	-3.8%[57.5 µM]
115	CC(C)C(C)NC(=O)CSc1nnc(-c2c[nH]c3ccccc23)o1 (stereo unspecified)	-7.3%[57.5 µM]
116	CCNC(=S)N(CCc1c(C)[nH]c2ccc(C)cc12)Cc1cccs1	-18.6%
117	COC(=O)C(C(=O)OC)C1c2ccccc2C=C(C2CC2)N1C(=O)OC (stereo unspecified)	-8.3%
118	COC(=O)c1sccc1NC(=S)Nc1ccc(F)cc1	-0.6%
119	O=C(NC1CCCCC1)C(=O)N(Cc1cccnc1)C(C(=O)NCc1ccco1)c1ccccc1 (stereo unspecified)	2.7%
120	Nc1nnc(-c2cccc([N+](=O)[O-])c2)s1	-2.6%
